D3 ag: agonists of human D3 dopamine receptor | AID 652048 | D3R DiscoveRx beta-arrestin cells, luminescence, 90 min | P35462 | 0.58% of 410,000 active | max activation, %; in the data active means max activation above about 30%; further: 0% is about no effect; mostly tested at two doses, the higher about 12 µM
Target sequence (P35462 whole entry, looked up): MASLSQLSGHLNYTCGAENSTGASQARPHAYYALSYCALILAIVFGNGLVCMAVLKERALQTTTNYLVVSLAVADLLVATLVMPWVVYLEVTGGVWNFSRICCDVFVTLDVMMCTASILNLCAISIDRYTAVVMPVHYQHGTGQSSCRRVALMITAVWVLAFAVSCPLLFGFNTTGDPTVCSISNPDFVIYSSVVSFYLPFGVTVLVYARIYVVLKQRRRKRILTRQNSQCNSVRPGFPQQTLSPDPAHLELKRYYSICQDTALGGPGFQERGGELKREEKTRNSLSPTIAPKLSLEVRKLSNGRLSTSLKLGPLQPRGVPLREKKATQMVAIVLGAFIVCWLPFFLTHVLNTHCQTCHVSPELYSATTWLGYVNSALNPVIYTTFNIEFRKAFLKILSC
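Agonist mode: compounds and dopamine controls were applied to plated cells for 90 min at 37 degrees C after an overnight attachment at 1500 cells/well. Luminescent read-out followed 30 - 60 minutes at room temperature with DiscoveRx detection reagent.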
HT1080NT lethal: kills 2HG-producing HT-1080-NT fibrosarcoma cells; HT-1080-NT fibrosarcoma viability, CellTiter-Glo ATP luminescence, 48 h; Potency, µM (highest dose often 46.1 µM), for inactives: at the highest dose activity, negative = less viability, usual class: cytotoxic; 1.6% of 360,000 active;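 further: NT is the 2HG producing partner of a matched IDH1 knockdown line; potency means the concentration at half of the fitted maximal effect; 0% = DMSO-treated cells and -100% = media-only wells without cells; nearly all actives have a fitted effect of over 55% in size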
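HT-1080-NT; 750 cells/well; 5% FBS RPMI; 48 h compound, 37 degrees C; CellTiter-Glo luminescence; curve fitting and curve-class assignment.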
KB-3-1 cytotox: kills parental KB-3-1 adenocarcinoma cells. KB-3-1 viability, CellTiter-Glo ATP luminescence, 72 h. Potency, µM (highest dose often 46.1 µM), inactives show top-dose activity change, negative = cytotoxic, hits mostly cytotoxic. 1.4% of 400,000 active. AID 1347075; further: potency means the concentration at half of the fitted maximal effect; on the % scale 0 is the no-effect control and ±100 the full control effect; nearly all actives have a fitted effect of over 60% in size
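Multi-concentration cytotoxicity screen in KB-3-1 cells grown in DMEM lacking phenol red with 10% FBS. After 72 h at 37 °C with compound, ATP-dependent luminescence was recorded.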
GLP1R ag: GLP-1 receptor (human) agonism | P43220 | Potency, µM (top dose mostly 45.6 µM), for inactives: at the highest dose activation, most hits filed as activators | AID 624172 | HEK293 GLP-1R CRE-luciferase, luminescence, 4-6 h; cells express a hypersensitive GLP-1R form | 0.007% of 380,000 active; further: potency means the concentration at half of the fitted maximal effect; % of control where 0% means no effect
Target sequence (P43220 whole entry, looked up): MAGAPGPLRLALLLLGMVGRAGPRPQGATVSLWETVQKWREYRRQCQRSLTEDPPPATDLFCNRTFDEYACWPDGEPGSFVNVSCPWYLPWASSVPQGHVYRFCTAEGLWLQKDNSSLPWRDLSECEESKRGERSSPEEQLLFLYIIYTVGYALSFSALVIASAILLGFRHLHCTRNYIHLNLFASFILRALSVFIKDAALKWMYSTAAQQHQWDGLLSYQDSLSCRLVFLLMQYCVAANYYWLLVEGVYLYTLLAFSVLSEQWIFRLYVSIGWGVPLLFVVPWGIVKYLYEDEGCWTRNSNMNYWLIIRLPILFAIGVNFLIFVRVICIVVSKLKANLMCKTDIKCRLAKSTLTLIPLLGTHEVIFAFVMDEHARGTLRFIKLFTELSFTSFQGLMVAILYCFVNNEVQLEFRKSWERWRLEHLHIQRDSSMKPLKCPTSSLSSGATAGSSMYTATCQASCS
D3 antag: antagonists of human D3 dopamine receptor; P35462; D3R cells, DiscoveRx beta-arrestin luminescence, antagonist mode; hits give low values; 2.5% of 360,000 active; max response, negative = inhibition, %; in the data active means max response below about -50%; inconclusive means no clear call, values can overlap the other calls; further: on the % scale 0 is the no-effect control and ±100 the full control effect; mostly tested at two doses, the higher about 12 µM
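Cells expressing the human receptor were seeded at 1500 cells/well, incubated overnight at 37 degrees C in 5% CO2, then exposed to library compounds with dopamine controls for 90 minutes at 37 degrees C before luminescent detection.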
IL1B secr inh: blocks inflammasome-driven IL-1 beta release | 4.7% of 360,000 active | THP-1 LPS/ATP IL-1B secretion, AlphaLISA, 16 h; hits give low values | AID 743279 | activity change, % at 57.5 µM; in the data active means activity change below about -50%; inconclusive means mostly about -30% to -49%; further: on the % scale 0 is the no-effect control and ±100 the full control effect
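Secreted IL-1B measured by AlphaLISA bead assay after 16 h compound exposure of THP-1 cells; compounds (final up to 57.5 uM) added 1 h before LPS (250 ng/mL) and ATP (1.25 mM) stimulation; lower signal means less secretion.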
HT1080 IDH1KD tx: toxicity to HT-1080 IDH1 knockdown cells (counter line). 2% of 360,000 active. AID 686971. Potency, µM (top dose mostly 46.1 µM), for the others: at the highest dose activity, negative = toxicity, hits mostly cytotoxic. HT-1080 IDH1 knockdown viability, ATP luminescence, 48 h;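 further: potency means the concentration at half of the fitted maximal effect; 0% = DMSO wells and -100% = cell-free medium wells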
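% activity derives from luminescence (CellTiter-Glo), normalised to DMSO and no-cell wells. HT-1080-IDH1KD cells, 750/well, had 48 h compound exposure at 37 °C.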
SW480 rerep: DNA re-replication induction in SW480 cells; 1.8% of 340,000 active; Potency, µM (series often up to 46.1 µM), inactives show at the top dose re-replication activation, most hits filed as activators; SW480 DNA re-replication, Hoechst DNA content imaging, 48 h; AID 624297; further: potency means the concentration at half of the fitted maximal effect; % of control where 0% means no effect; nearly all actives have a fitted effect of over 55% in size
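Image-based DNA-content assay: after two days of treatment, nuclei were labelled with the DNA dye Hoechst and imaged, and hits were compounds raising the count of nuclei showing high fluorescence intensity.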
KB-V1 cytotox: kills drug-selected multidrug resistant KB-V1 cells | KB-V1 MDR cells viability, CellTiter-Glo, 72 h | Potency, µM (highest dose often 46.1 µM), for the others: top-dose activity change, negative = cytotoxicity, most hits filed as cytotoxic | 3.4% of 400,000 active; further: potency means the concentration at half of the fitted maximal effect; on the % scale 0 is the no-effect control and ±100 the full control effect; nearly all actives have a fitted effect of over 60% in size
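KB-V1 cells (P-gp-expressing MDR subline of KB-3-1) in phenol-red-free DMEM with 10% FBS were exposed to library compounds over a concentration series for 72 h at 37 degrees C. Viability read by CellTiter-Glo luminescence; concentration-effect curves fitted after normalization.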
* marks the source's active call; other numbers are inactive results; ? = inconclusive; nt = no result given; [ ] = another dose, or the depositor's remark. Unless noted, the call rests on the fitted dose curve; in most records, active means well fitted curve in the direction sought with a large enough effect; inconclusive means small, poorly fitted or top-dose-only effect, or another doubt; inactive means no such curve, though single readings can be large; an effect the other way counts as inactive or inconclusive.

Molecule	D3 ag	HT1080NT lethal	KB-3-1 cytotox	GLP1R ag	D3 antag	IL1B secr inh	HT1080 IDH1KD tx	SW480 rerep	KB-V1 cytotox
C[C@@H]1CC=C[C@H]2[C@H]1C(=O)N(Cc1ccccc1)[C@H]2c1ccc(/C=C/c2ccccc2)cc1F	-1.1	?	14.8%	6.9%	-6.2	-1.8	-25.3%	2.0%	?
c1cc2c3c(cccc3c1)NN=N2	4.6	4.0%	?	6.6%	3.7	16.8	6.8%	1.2%	?
COc1cccc(NC(=O)CN(c2ccc([N+](=O)[O-])cc2)S(=O)(=O)c2ccccc2)c1	2.5	8.0%	2.8%	-14.8%	-4.6	13.0	1.4%	-9.1%	-2.8%
CNC(=O)/C(C#N)=C/c1c(N2CCN(c3ccc(OC)cc3)CC2)nc2c(C)cccn2c1=O	0.6	0.0%	4.7%	21.6%	8.1	?	-2.9%	-1.2%	-18.9%
COc1cccc(NC(=S)NNC(=O)Cn2nc(C(F)(F)F)cc2C)c1	12.4	-3.2%	0.2%	-1.5%	-7.2	0.0	-0.8%	-3.1%	-21.5%
CC(C)(C)Cc1c(-c2ccc(C#N)cc2)nc2ccc(Cl)cn12	-7.7	-4.8%	13.8%	2.1%	?	-17.7	-13.5%	nt	17.2%
CCc1ccc(NC(=O)Cn2c(=O)n(CCCC(=O)NCc3ccccc3Cl)c(=O)c3ccccc32)cc1	4.7	nt	0.0%	-0.3%	nt	nt	nt	nt	2.7%
COc1ccccc1C(=O)N/N=C(\C)c1ccc(NC(=O)Cc2ccccc2)cc1	1.2	?	17.2%	8.1%	13.1	24.9	?	17.0%	23.1%
COCCCN(C(=O)Cc1coc2cc(C)c(C)cc12)c1c(N)n(Cc2ccccc2)c(=O)[nH]c1=O	4.5	-0.1%	-19.5%	9.2%	-15.7	-8.0	2.8%	-37.4%[inhibitor]	0.6%
O=C(Cc1ccc(NC(=O)C2CCCN(C(=O)c3ccccc3)C2)cc1)Nc1ccc(C(=O)N2CCOCC2)cc1 (stereo not given)	-32.3	-3.7%	-13.0%	-0.6%	-23.2	?	-5.3%	?	?
CN1/C(=C\C=C2/SC(=S)NC2=O)C(C)(C)c2ccccc21	-8.2	-4.4%	-39.6%	5.1%	-53.0*	27.2	-10.9%	1.8%	?
CN(C)S(=O)(=O)c1cccc(COC(=O)Cc2c(F)cccc2Cl)c1	3.0	0.7%	0.5%	21.4%	-9.5	-23.2	2.3%	-5.5%	?
COc1ccccc1CCC(=O)NC1CCCN(c2ccc(C(F)(F)F)cn2)C1 (stereo not given)	1.5	16.1%	7.4%	6.2%	24.2	15.2	12.9%	-1.9%	0.0%
O=C(Nc1nc2ccc(F)cc2s1)C1=NN(c2ccccc2)C(=O)CC1	-3.7	-2.5%	?	-4.2%	13.0	54.8	-0.4%	-2.9%	-2.9%
CCOC(=O)C1(Cc2cccc(OC)c2)CCCN(C(=O)c2ccc(OC)o2)C1 (stereo not given)	2.0	15.2%	17.6%	8.0%	2.3	-7.2	18.1%	3.5%	?
CCc1ccc(NC(=O)CN2C(=O)CSC2=O)cc1	-7.9	-2.4%	-1.9%	-3.9%	13.7	-17.8	-2.6%	-5.8%	-2.1%
COc1cc(/C=C/C(=O)OCC(=O)N2CC3(C)CC2CC(C)(C)C3)ccc1O (stereo not given)	7.6	-20.3%	-10.0%	10.9%	18.6	-11.0	-27.0%	1.8%	-9.2%
COc1ccc(C(=O)C2CCCN(Cc3cc(Cl)ccc3O)C2)c(OC)c1 (stereo not given)	-19.7	?	?	12.3%	-54.4*	-65.4*	?	10.0%	?
Cc1ccc(C)c(OCC(=O)NNC(=O)C2CC2)c1	8.7	19.7%	4.8%	-1.7%	-0.9	-7.6	6.4%	-1.8%	7.0%
Nc1nonc1-n1nnc(C(=O)N/N=C/c2ccccc2Br)c1CN1CCCC1	-2.6	18.8%	-4.2%	6.9%	9.1	14.9	10.7%	5.4%	-23.4%
CCc1nnc(NC(=O)CCC(=O)N2CCCC2)s1	-3.5	11.0%	-0.1%	-8.5%	?	25.8	6.6%	-2.2%	10.3%
COc1ccc(-c2csc(NC(=O)c3cccs3)c2C(=O)O)cc1OC	-3.5	4.2%	-6.3%	-7.2%	3.2	-2.4	-1.3%	-0.8%	3.3%
COc1ccc2sc(-c3ccc(S(C)(=O)=O)cc3)c(-c3ccc(C(N)=O)cc3)c2c1	-2.1	-27.8%	-8.3%	-4.2%	7.9	9.9	?	15.8%	?
CC1CCCC(NC(=O)CSc2nccn2C)C1C (stereo not given)	7.8	8.9%	3.7%	0.1%	-5.4	21.4	12.2%	2.0%	-6.8%
Cc1ccc(-c2c(C)sc(=NC(=O)c3ccco3)n2C)cc1	-1.0	2.8%	-1.6%	-0.1%	8.2	-1.9	4.5%	-4.8%	?
COCCSc1nnc(NC(=O)C2CC(=O)N(c3ccc(C)cc3)C2)s1 (stereo not given)	-2.6	-6.2%	1.6%	0.3%	-1.5	7.5	-1.4%	-3.0%	7.1%
CCCCNC(=O)C1C(c2ccc(OC)cc2)=Nc2ccccc2N1C(=O)c1ccncc1 (stereo not given)	8.8	6.4%	14.5%	nt	-21.1	-8.0	0.3%	nt	?
CCN(C(=O)CSc1nnc(-c2ccc(OC(F)F)cc2)n1N)C1CCS(=O)(=O)C1 (stereo not given)	-6.0	-2.6%	-4.6%	3.3%	-0.4	-3.1	-16.1%	-4.3%	4.2%
COc1ccc(Oc2cc(Cl)nc(N)n2)cc1	8.0	12.5%	4.7%	6.5%	-4.5	-12.0	10.7%	0.1%	?
Cc1cc2ccccc2n1CCNC(=O)c1cccc(Cl)c1	-9.6	nt	22.3%	-0.2%	nt	nt	nt	nt	0.0%
N#Cc1c(N)nc2c(c1-c1ccncc1)CCCCCC2	-5.0	0.8%	-10.4%	-0.9%	-17.3	-6.0	-8.3%	1.4%	?
COC(=O)CCC(=O)N1CCc2cc(S(=O)(=O)N3CCc4ccccc43)ccc21	-6.9	-0.4%	0.4%	10.7%	0.1	27.5	-4.2%	2.4%	19.3%
N#CC(c1ccc(Cl)cc1)c1ccc(Cl)nn1 (stereo not given)	1.4	-3.7%	-2.0%	-8.9%	-12.3	-7.5	-0.7%	-9.5%	0.0%
Cc1ccc2cc(CN(Cc3nnnn3C3CCCC3)C3CCCCC3)c(=O)[nH]c2c1C	0.0	3.6%	-0.3%	1.7%	-9.0	-0.6	11.2%	-4.9%	12.8%
CCN(CC)C(=O)c1ccc(/C=C/c2c[nH]c3ccccc23)[n+](C)c1	-1.7	8.5%	-14.8%	-5.2%	-1.2	4.6	3.3%	?	0.0%
CCOc1ccc(NC(=O)CN(c2ccc(OC)cc2)S(C)(=O)=O)cc1	0.4	0.6%	16.0%	-7.5%	-9.0	12.7	-0.8%	-2.4%	-9.2%
Cc1[nH]n(-c2ccc(Cl)cc2)c(=O)c1/C=N/n1c(C)nc2ccccc2c1=O	-1.5	23.1µM*	?	0.8%	-11.5	59.3	16.4µM*	28.0%	?
CCCCN1C(=O)C(=O)N(CC(=O)Nc2sc(C)c(C)c2C(=O)OC)C1=O	1.2	3.7%	8.3%	-2.5%	5.0	14.0	-1.5%	-12.2%	10.6%
Cc1onc(-c2ccccc2)c1NC(=O)Nc1c(-c2ccccc2)noc1C	7.6	0.9%	0.7%	10.4%	9.4	28.3	-0.1%	-6.0%	26.4%
CCC1(c2ccccc2)NC(=O)N(CC(=O)Nc2cccc(S(=O)(=O)N3CCCC3)c2)C1=O (stereo not given)	-5.7	-1.3%	0.8%	-0.5%	-6.4	3.2	6.9%	-10.5%	-17.4%

Exported as labelled records: entries from further up.
> CCCCNC(=O)C1C(c2ccc(OC)cc2)=Nc2ccccc2N1C(=O)c1ccncc1 (stereo not given)
  D3 ag: 8.8; HT1080NT lethal: 6.4%; KB-3-1 cytotox: 14.5%; GLP1R ag: nt; D3 antag: -21.1; IL1B secr inh: -8.0; HT1080 IDH1KD tx: 0.3%; SW480 rerep: nt; KB-V1 cytotox: ?

> CCN(C(=O)CSc1nnc(-c2ccc(OC(F)F)cc2)n1N)C1CCS(=O)(=O)C1 (stereo not given)
  D3 ag: -6.0; HT1080NT lethal: -2.6%; KB-3-1 cytotox: -4.6%; GLP1R ag: 3.3%; D3 antag: -0.4; IL1B secr inh: -3.1; HT1080 IDH1KD tx: -16.1%; SW480 rerep: -4.3%; KB-V1 cytotox: 4.2%

Following part
Molecule	D3 ag	HT1080NT lethal	KB-3-1 cytotox	GLP1R ag	D3 antag	IL1B secr inh	HT1080 IDH1KD tx	SW480 rerep	KB-V1 cytotox
COc1ccc(C(=O)N2CCCC(c3ccccc3)C2)cc1 (stereo not given)	-2.2	-5.0%	7.6%	?	?	1.4	-11.5%	-3.6%[9.22 µM]	?
Cc1ccc(OCc2ccc(C(=O)NN)o2)cc1C	2.2	-1.2%	-0.6%	5.3%	-11.1	-11.5	-3.7%	-4.0%	8.8%
O=C(O)C1CSCN1S(=O)(=O)c1cccc2nsnc12 (stereo not given)	4.8	-4.7%	-3.9%	1.1%	-16.4	23.8	10.1%	-1.5%	24.2%
CCOc1ccc(-n2c(SCc3ccccc3)nc3c([nH]c4ccccc43)c2=O)cc1	-8.7	nt	16.6%	-4.1%	nt	nt	nt	nt	27.5%
COCCNC(=O)CSc1nnc(CCCN2C(=O)c3cccc4cccc(c34)C2=O)n1-c1ccccc1	6.2	10.8%	10.2%	8.8%	-5.3	-27.1	14.8%	-1.9%	20.0%

Screening results as filed in PubChem.
